Compound activity from PubChem.
BB579 growth dn = chemicals that inhibit yeast BB579 growth in restrictive medium (lifespan-shortening candidates); inhibition, % at 10 µM; actives 0.51% (n = 140,000); S. cerevisiae BB579 growth, OD615, 48 h;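 active = inhibition above a set limit, 3 SD over the mean compound inhibition, cut at about 44% in these data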; also: inactives centre near -24
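Material: Saccharomyces cerevisiae DeaD strain BB579, replicative lifespan model yeast; buffer or medium: CSMM-D restrictive synthetic medium containing dextrose (glucose); compound: 10 µM single dose, DMSO 0.25%; timing: 48 h compound exposure at 30 °C after 4 h preincubation; signal: turbidity as optical density at 615 nm; benchmarks: positive control amphotericin B 10 µg/mL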
Yeast life ext = extends the lifespan of yeast; S. cerevisiae growth with nicotinamide, OD615; deaD strain in restrictive glucose medium; actives 0.68% (n = 130,000); inhibition of the nicotinamide effect, % at 10 µM;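 active = inhibition above a set limit, placed 3 SD over the median of all compounds, cut at about 26% in these data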;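 also: 0% = nicotinamide-treated wells and 100% = cells grown without nicotinamide; some compounds called inactive have numbers as strong as hits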
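Material: Modified budding yeast, DeaD strain | Medium: Restrictive glucose medium | Probe or stimulus: 1.5 mM nicotinamide | Dosing: Single dose 10 µM compound, 0.25% DMSO | Times: 48 h at 30 °C | Technique: OD615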
NPY Y2 blocker = antagonists of human neuropeptide Y receptor Y2 | P49146 | NPY-Y2 expressing cells, antagonist mode | inhibition, % at 2.7 µM | actives 0.99% (n = 140,000); in the data active = inhibition above about 17%;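 also: 0% = vehicle with agonist challenge and 100% = reference antagonist with challenge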
Target sequence (P49146 whole entry, looked up): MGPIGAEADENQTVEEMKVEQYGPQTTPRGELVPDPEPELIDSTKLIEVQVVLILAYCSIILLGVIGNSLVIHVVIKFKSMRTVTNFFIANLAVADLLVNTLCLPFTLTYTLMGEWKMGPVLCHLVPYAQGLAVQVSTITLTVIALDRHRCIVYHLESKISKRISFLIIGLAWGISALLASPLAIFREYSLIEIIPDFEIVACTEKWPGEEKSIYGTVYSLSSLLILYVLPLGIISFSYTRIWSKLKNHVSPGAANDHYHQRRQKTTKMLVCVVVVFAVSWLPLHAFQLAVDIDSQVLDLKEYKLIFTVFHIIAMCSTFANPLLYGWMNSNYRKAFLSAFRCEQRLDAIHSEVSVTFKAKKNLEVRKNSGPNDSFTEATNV
GALR2 blocker = GALR2 (human) receptor antagonism. O43603. GALR2-expressing cells, antagonist mode. inhibition, % at 4 µM. actives 0.39% (n = 140,000); in the data active = inhibition above about 27%;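 also: cells stimulated with galanin 1-16 at roughly its EC80; 0% = agonist challenge control and 100% = basal control without agonist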
Target sequence (O43603 whole entry, looked up): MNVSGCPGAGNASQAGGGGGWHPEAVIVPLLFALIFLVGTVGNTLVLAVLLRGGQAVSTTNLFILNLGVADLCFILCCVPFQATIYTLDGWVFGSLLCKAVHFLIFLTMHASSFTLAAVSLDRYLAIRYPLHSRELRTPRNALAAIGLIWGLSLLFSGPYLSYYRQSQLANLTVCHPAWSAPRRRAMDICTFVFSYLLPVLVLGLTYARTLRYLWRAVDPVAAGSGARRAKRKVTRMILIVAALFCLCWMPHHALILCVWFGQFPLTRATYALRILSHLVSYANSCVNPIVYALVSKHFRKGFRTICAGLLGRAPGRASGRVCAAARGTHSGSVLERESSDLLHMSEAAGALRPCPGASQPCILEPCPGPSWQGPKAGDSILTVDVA
bCat KO growth = beta-catenin-lacking colon tumor cell growth suppression | AID 818 | HCT116 beta-catenin knockout viability, CellTiter-Glo, 60 h; stronger effect = lower value | actives 1.5% (n = 140,000) | viability, % at 10 µM;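 active = viability at or under a set limit, the compound median less 4 SD, cut at about 6% in these data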;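 also: 0% = Hyamine 1622 control at 20 µM and 100% = untreated cell control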
Phagocytosis inh = blocks phagocytosis by macrophages; J774A.1 macrophage IgG-bead phagocytosis, imaging; inhibition, % at 5 µM; actives 0.07% (n = 110,000); AID 1029;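 active = inhibition above the mean of the plate negative controls plus 5 SD, cut at about 13% in these data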;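 also: phagocytic index as fraction of beads internalized from green versus red external bead signal; plate controls were DMSO negative control for no effect and cytochalasin-D positive control for full effect; some results beyond the cut were filed as inactive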
Measles CPE = protection of cells from measles virus; Measles virus-infected cells, CPE protection, absorbance; protection (pct of control), % at 4 µM; actives 1.5% (n = 140,000); AID 841; in the data active = protection mostly above about 24%, no sharp cut-off; inactive = mostly below about 26%; also: some compounds called inactive have numbers as strong as hits
E-sel TNF inh = TNF alpha driven E-selectin expression inhibition; HUVEC TNFa-induced E-selectin immunofluorescence, high content; inhibition, % at 2 µM; actives 0.71% (n = 120,000); AID 1246;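 active = inhibition above the batch mean plus 3 SD, and confirmed as a hit on visual image review, cut at about 43% in these data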;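 also: 0% = TNF-stimulated DMSO wells and 100% = unstimulated control wells; not every result past the cut was called active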
HCT116 PTEN-null = PTEN-deleted cell growth suppression; HCT116 PTEN-null viability, CellTiter-Glo, 60 h; stronger effect = lower value; viability, % at 10 µM; actives 1.2% (n = 140,000);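 active = viability at or below a set limit, 4 SD under the median of all tested compounds, cut at about 3.7% in these data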;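 also: PTEN knockout HCT116 line with beta catenin targeted HCT116 as companion control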
MRP-1 activ = activators of MRP-1. viability increase, % at 10 µM. H69AR cells + doxorubicin, viability rescue, CellTiter-Glo. actives 0.61% (n = 140,000);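 active = viability gain under doxorubicin at or above a set limit, the compound median plus 3 SD, cut at about 4.7% in these data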;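 also: MRP-1 overexpressing cells given doxorubicin 25 µM after compound pretreatment; 18-22 h compound pretreatment then 72 h with doxorubicin before readout; 0% = doxorubicin-only wells and 100% = vehicle-treated cells without doxorubicin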
The depositor's hits bear a star; & = joins results of further samples. These rows are one share of the data; count on the stated rates, not on these rows.

What do the screens show for `CCOCCN1CCN(c2nnc3n2-c2ccc(Cl)cc2C(c2ccccc2Cl)=NC3)CC1`?
BB579 growth dn: -5; Yeast life ext: 2; NPY Y2 blocker: 9; GALR2 blocker: -2; bCat KO growth: 88; Phagocytosis inh: 1; Measles CPE: 4; E-sel TNF inh: -29; HCT116 PTEN-null: 92; MRP-1 activ: -2.6

How did CCCCn1c(O)c(C(C)=NCC2CCCO2)c(=O)[nH]c1=O (stereo not given) do in these assays?
BB579 growth dn: -55; Yeast life ext: 7; NPY Y2 blocker: 1; GALR2 blocker: -5; bCat KO growth: 101; Phagocytosis inh: -1; Measles CPE: 8; E-sel TNF inh: 7; HCT116 PTEN-null: 112; MRP-1 activ: -1.2

What do the screens show for `Cc1ccccc1-n1c(O)c(C=NCCN2CCOCC2)c(=O)[nH]c1=O`?
BB579 growth dn: -60; Yeast life ext: 1; NPY Y2 blocker: 1; GALR2 blocker: -5; bCat KO growth: 101; Phagocytosis inh: -1; Measles CPE: 1; E-sel TNF inh: -9; HCT116 PTEN-null: 108; MRP-1 activ: 0.4

How did COCCOC(=O)C1=C(C)OC(N)=C(C(=O)OC)C12C(=O)Nc1ccccc12 (stereo not given) do in these assays?
BB579 growth dn: -15; Yeast life ext: -1; NPY Y2 blocker: 3; GALR2 blocker: -7; bCat KO growth: 88; Phagocytosis inh: -1; Measles CPE: 4; HCT116 PTEN-null: 85; MRP-1 activ: -2.3

What do the screens show for `CC/C(=N\Nc1ccccc1)c1c(O)n(C)c(=O)n(C)c1=O`?
BB579 growth dn: -3; Yeast life ext: 5; NPY Y2 blocker: 0; GALR2 blocker: 12; bCat KO growth: 92; Phagocytosis inh: -3; Measles CPE: 28*; E-sel TNF inh: -3; HCT116 PTEN-null: 94; MRP-1 activ: -2.2

Results for Cc1cccc(C)c1NC1=NCCCCS1 ?
BB579 growth dn: -18; Yeast life ext: -8; NPY Y2 blocker: 0; GALR2 blocker: -3; bCat KO growth: 74; Phagocytosis inh: -2; Measles CPE: 14; E-sel TNF inh: -13; HCT116 PTEN-null: 78; MRP-1 activ: -3.1

What do the screens show for `COc1ccc(CC2c3cc(OC)c(OC)cc3CCN2C)cc1OC` (stereo not given)?
BB579 growth dn: -40; Yeast life ext: 2; NPY Y2 blocker: 2; GALR2 blocker: -21; bCat KO growth: 96; Phagocytosis inh: 0; Measles CPE: 1; HCT116 PTEN-null: 100; MRP-1 activ: -0.7

How did Cc1ccc2cc3cc(C(=O)N4CCC5(CC4)OCCO5)oc3nc2c1 do in these assays?
BB579 growth dn: 2; Yeast life ext: -23; NPY Y2 blocker: -1; GALR2 blocker: -25; bCat KO growth: 91; Measles CPE: 6; HCT116 PTEN-null: 105; MRP-1 activ: 0.6

How did CC(=O)OC1N=C(c2ccc(Cl)cc2)c2cc(Br)ccc2NC1=O (stereo not given) do in these assays?
BB579 growth dn: -4; Yeast life ext: -21; NPY Y2 blocker: -2; GALR2 blocker: 3; bCat KO growth: 64; Measles CPE: 26; E-sel TNF inh: -20; HCT116 PTEN-null: 59; MRP-1 activ: -3.3

What do the screens show for `CNC(=O)Oc1ccc(-c2cn3cc(C)ccc3n2)cc1`?
BB579 growth dn: 1; Yeast life ext: -2; NPY Y2 blocker: 7; GALR2 blocker: 12; bCat KO growth: 64; Phagocytosis inh: -4; Measles CPE: 6; HCT116 PTEN-null: 65; MRP-1 activ: -3.2

What do the screens show for `O=C1c2ccccc2C(=O)N1Cc1nc2ccccc2c(=O)n1-c1cccnc1`?
BB579 growth dn: -10; Yeast life ext: -11; NPY Y2 blocker: -2; GALR2 blocker: 21; bCat KO growth: 100; Phagocytosis inh: 4; Measles CPE: 13; E-sel TNF inh: -23; HCT116 PTEN-null: 102; MRP-1 activ: -0.2

How did Cc1ccc(N2C(=O)NC(=O)C(CCc3ccncc3)(Cc3cccc(Cl)c3Cl)C2=O)cc1 (stereo not given) do in these assays?
BB579 growth dn: -51; Yeast life ext: 6; NPY Y2 blocker: 0; GALR2 blocker: 8; bCat KO growth: 86; Measles CPE: 7; HCT116 PTEN-null: 87; MRP-1 activ: -1.5

Results for CC12CCCCC1N(O)CN2O (stereo not given) ?
BB579 growth dn: -7; Yeast life ext: 3; NPY Y2 blocker: -2; GALR2 blocker: 4; bCat KO growth: 98; Phagocytosis inh: 0; Measles CPE: 7; E-sel TNF inh: -23; HCT116 PTEN-null: 99; MRP-1 activ: 0.8

What do the screens show for `O=C1NC(=O)N(c2ccccc2F)C(=O)/C1=C/c1ccc(Sc2nc3ccccc3[nH]2)o1`?
BB579 growth dn: -6; Yeast life ext: 6; NPY Y2 blocker: 3; GALR2 blocker: 0; bCat KO growth: 77; Phagocytosis inh: -6; Measles CPE: 11; E-sel TNF inh: -37; HCT116 PTEN-null: 82; MRP-1 activ: -5.0

What do the screens show for `O=C(COC(=O)Cc1ccccc1)Nc1cc(S(=O)(=O)N2CCOCC2)ccc1N1CCCC1`?
BB579 growth dn: -43; Yeast life ext: 1; NPY Y2 blocker: 0; GALR2 blocker: 9; bCat KO growth: 90; Phagocytosis inh: -7; Measles CPE: 5; E-sel TNF inh: -6; HCT116 PTEN-null: 99; MRP-1 activ: -0.6

How did N#Cc1cc(F)c(N2CCNCC2)cc1Cl do in these assays?
BB579 growth dn: 14; Yeast life ext: -16; NPY Y2 blocker: 2; GALR2 blocker: -9; bCat KO growth: 99; Phagocytosis inh: 2; Measles CPE: 6; E-sel TNF inh: 19; HCT116 PTEN-null: 93; MRP-1 activ: -0.8

Results for COc1ccc2c(c1)c(C(=O)CN1CCC3(CC1)OCCO3)c(C)n2Cc1ccccc1 ?
BB579 growth dn: 15; Yeast life ext: -5; NPY Y2 blocker: 9; GALR2 blocker: 10; bCat KO growth: 70; Phagocytosis inh: 0; Measles CPE: 14; E-sel TNF inh: 3; HCT116 PTEN-null: 71; MRP-1 activ: -5.0

How did CCC(C)C1N=C(c2ccccc2)c2cc(Cl)ccc2N(CC(=O)NCc2ccco2)C1=O (stereo not given) do in these assays?
BB579 growth dn: -15; Yeast life ext: 18; NPY Y2 blocker: 0; GALR2 blocker: 0; bCat KO growth: 94; Phagocytosis inh: 0; Measles CPE: 14; HCT116 PTEN-null: 89; MRP-1 activ: -0.2

Results for CN1CCN(c2ccc([N+](=O)[O-])c(N)c2)CC1 ?
BB579 growth dn: -19; Yeast life ext: 0; NPY Y2 blocker: 4; GALR2 blocker: -1; bCat KO growth: 97; Phagocytosis inh: -6; Measles CPE: 6; E-sel TNF inh: 32; HCT116 PTEN-null: 94; MRP-1 activ: -1.3

How did Fc1ccccc1N1CCN(Cc2ccc3c(c2)OCO3)CC1 do in these assays?
BB579 growth dn: -24; Yeast life ext: -3; NPY Y2 blocker: 1; GALR2 blocker: 13; bCat KO growth: 82; Phagocytosis inh: 0; Measles CPE: 21; E-sel TNF inh: -9; HCT116 PTEN-null: 84; MRP-1 activ: -0.5

How did CC(C(=O)c1cn(C)c2ccccc12)c1ccccc1 (stereo not given) do in these assays?
BB579 growth dn: -56; Yeast life ext: 1; NPY Y2 blocker: 3; GALR2 blocker: -2; bCat KO growth: 91; Phagocytosis inh: 1; Measles CPE: 4; E-sel TNF inh: -12; HCT116 PTEN-null: 107&94; MRP-1 activ: -1.3

How did NC(=O)CSc1nnc([C@@H](N)Cc2c[nH]c3ccccc23)o1 do in these assays?
BB579 growth dn: -5; Yeast life ext: -6; NPY Y2 blocker: 1; GALR2 blocker: 2; bCat KO growth: 85; Phagocytosis inh: -2; E-sel TNF inh: 19; HCT116 PTEN-null: 92; MRP-1 activ: -1.0

How did CCOc1ccc(Cc2c(O)[nH]c(=O)[nH]c2=O)cc1 do in these assays?
BB579 growth dn: -19; Yeast life ext: -15; NPY Y2 blocker: -1; GALR2 blocker: 2; bCat KO growth: 99; Phagocytosis inh: 4; Measles CPE: 8; E-sel TNF inh: -36; HCT116 PTEN-null: 111; MRP-1 activ: 0.2

What do the screens show for `O=C(c1ccc2c(c1)OCO2)N1CCC2(CC1)OCCO2`?
BB579 growth dn: -26; Yeast life ext: -10; NPY Y2 blocker: 1; GALR2 blocker: -5; bCat KO growth: 93; Phagocytosis inh: 7; Measles CPE: 13; E-sel TNF inh: -14; HCT116 PTEN-null: 96; MRP-1 activ: -1.5

What do the screens show for `CN1C(=O)C(=Cc2ccc(N3CCCCC3)o2)C(=O)N(C)C1=S`?
BB579 growth dn: -53; Yeast life ext: -14; NPY Y2 blocker: 10; GALR2 blocker: 6; bCat KO growth: 88; Measles CPE: 2; E-sel TNF inh: -63; HCT116 PTEN-null: 96; MRP-1 activ: -0.9

Results for O=C(Nc1ccc(Cl)cc1C(=O)c1ccccc1)c1ccc(Br)o1 ?
BB579 growth dn: -37; Yeast life ext: -12; NPY Y2 blocker: 9; GALR2 blocker: 5; bCat KO growth: 39; Measles CPE: 3; E-sel TNF inh: -18; HCT116 PTEN-null: 47; MRP-1 activ: -2.3

How did CCS(=O)(=O)NCc1nnc2n1-c1ccc(Cl)cc1C(c1ccccc1)=NC2 do in these assays?
BB579 growth dn: -9; Yeast life ext: -3; NPY Y2 blocker: 0; GALR2 blocker: 10; bCat KO growth: 98; Phagocytosis inh: -4; Measles CPE: 6; E-sel TNF inh: 8; HCT116 PTEN-null: 112; MRP-1 activ: -2.1

In the list so far, 2 contain bromine:
How did CC(=O)OC1N=C(c2ccc(Cl)cc2)c2cc(Br)ccc2NC1=O (stereo not given) do in these assays?
BB579 growth dn: -4; Yeast life ext: -21; NPY Y2 blocker: -2; GALR2 blocker: 3; bCat KO growth: 64; Measles CPE: 26; E-sel TNF inh: -20; HCT116 PTEN-null: 59; MRP-1 activ: -3.3

Results for O=C(Nc1ccc(Cl)cc1C(=O)c1ccccc1)c1ccc(Br)o1 ?
BB579 growth dn: -37; Yeast life ext: -12; NPY Y2 blocker: 9; GALR2 blocker: 5; bCat KO growth: 39; Measles CPE: 3; E-sel TNF inh: -18; HCT116 PTEN-null: 47; MRP-1 activ: -2.3
